# Compound activity: PubChem, National Center for Advancing Translational Sciences (NCATS)
# TrxR1 substrate: rat thioredoxin reductase 1 substrate activity; O89049; purified TrxR1 substrate turnover, NADPH consumption readout; Potency, µM (series often up to 114 µM), inactives show at the top dose activity change, negative = substrate turnover; 390,000 compounds, 0.01% hits; AID 588456; note: % is set by controls: 0 for no effect and ±100 for the full control effect; nearly all actives have a fitted effect of over 50% in size
#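 Rat TrxR1, dispensed at 90 nM, was prereduced with 400 uM NADPH (final) for 5 min at ~22 deg C, then incubated with compound 15 min before 400 uM selenite. A first-read NADPH fluorescence drop versus no-compound background flagged substrates.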
# ALOX12 inh: inhibitors of human 12S-lipoxygenase ALOX12; P18054; purified 12hLO, xylenol orange hydroperoxide absorbance; Potency, µM (titrated, usually from 108 µM), inactives show at the top dose activity change, negative = inhibition, hits mostly inhibitors; 580,000 compounds, 1.1% hits; AID 1671190; note: % is set by controls: 0 for no effect and ±100 for the full control effect
#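 Purified human 12hLO at 150 nM in 25 mM Hepes, 0.01% Triton X-100, pH 7.0, preincubated 15 min at room temperature with compound. Reaction started with 40 uM arachidonic acid, 30 min at room temperature. Hydroperoxide measured by Fe-xylenol orange, 573/405 nm absorbance ratio.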
# USP1 inh: blocks the human USP1/UAF1 deubiquitinase complex | O94782 | recombinant USP1/UAF1, Ub-Rhodamine cleavage fluorescence | Potency, µM (doses to about 57.1 µM), inactives show top-dose activity change, negative = inhibition, actives largely listed as inhibitors | 390,000 compounds, 0.23% hits | AID 743255; note: % is set by controls: 0 for no effect and ±100 for the full control effect; nearly all actives have a fitted effect of over 60% in size; inactives centre near -12
# Target sequence (O94782 whole entry, looked up): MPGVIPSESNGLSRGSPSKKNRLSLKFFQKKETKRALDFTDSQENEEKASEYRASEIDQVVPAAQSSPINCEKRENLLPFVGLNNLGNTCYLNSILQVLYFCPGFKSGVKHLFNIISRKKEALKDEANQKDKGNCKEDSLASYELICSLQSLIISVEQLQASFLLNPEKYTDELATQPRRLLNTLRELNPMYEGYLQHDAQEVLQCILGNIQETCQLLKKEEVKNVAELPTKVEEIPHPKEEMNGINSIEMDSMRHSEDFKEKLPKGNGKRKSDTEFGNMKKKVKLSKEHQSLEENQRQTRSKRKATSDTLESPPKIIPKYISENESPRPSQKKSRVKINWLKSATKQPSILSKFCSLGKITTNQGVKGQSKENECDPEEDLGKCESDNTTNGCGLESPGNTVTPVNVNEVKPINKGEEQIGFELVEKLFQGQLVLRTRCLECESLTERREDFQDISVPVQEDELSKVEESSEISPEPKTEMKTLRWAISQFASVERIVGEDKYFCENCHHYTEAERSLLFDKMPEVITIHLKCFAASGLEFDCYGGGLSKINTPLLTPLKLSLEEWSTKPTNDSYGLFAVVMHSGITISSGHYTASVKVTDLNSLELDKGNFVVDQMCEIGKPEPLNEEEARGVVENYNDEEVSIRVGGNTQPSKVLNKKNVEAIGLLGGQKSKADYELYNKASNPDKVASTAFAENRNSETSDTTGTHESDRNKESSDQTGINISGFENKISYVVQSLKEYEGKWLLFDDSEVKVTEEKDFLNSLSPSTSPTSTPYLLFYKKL
#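 Step one: compound is pinned into 1nM USP1/UAF1 in HEPES pH 7.8 buffer with TCEP. Step two: 15 min room-temperature incubation. Step three: Ub-Rho (150nM final) starts cleavage, tracked by fluorescence over six one-minute reads.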
# RXFP1 agonist: agonists of human relaxin receptor RXFP1. Q9HBX9. HEK293T-RXFP1 cAMP TR-FRET, 30 min; response scale: percent of porcine relaxin response, buffer zero. Potency, µM (titrated, usually from 57.5 µM), without a hit: at the top dose activation, actives largely listed as activators. 370,000 compounds, 0.3% hits. AID 2676; note: % is set by controls: 0 for no effect and ±100 for the full control effect; nearly all actives have a fitted effect of over 60% in size; many of its hits are not listed in these tables
#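 cAMP rise read by TR-FRET after 30 min, 37C compound exposure (up to 58 uM) in RXFP1-transfected HEK293 cells with Ro 20174 present. EC50 from Hill-equation fits, with 29 nM porcine relaxin as 100% and buffer as basal.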
# IDH1 R132H inh: blocks human mutant IDH1 R132H enzyme | O75874 | IDH1-R132H enzyme, NADPH consumption, diaphorase/resazurin fluorescence | Potency, µM (doses to about 76.6 µM), inactives show at the top dose activity change, negative = inhibition, actives largely listed as inhibitors | 390,000 compounds, 0.093% hits | AID 602179; note: % is set by controls: 0 for no effect and ±100 for the full control effect; nearly all actives have a fitted effect of over 65% in size
#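 IDH1-R132H (0.5 ug/mL) preincubated 30 min with compound, then NADPH (0.016 mM) and alpha-KG (2 mM) added; 80 min at RT, pH 7.5. Remaining NADPH coupled via diaphorase/resazurin to fluorescence (540/590 nm); concentration-response curves normalized to no-enzyme control.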
# Vif-A3G inh: blocks the Vif interaction with human APOBEC3G. HeLa A3G-eYFP + Vif (tagged APOBEC3G with the HIV-1 protein that degrades it), YFP fluorescence, overnight. AID 602310. Potency, µM (series often up to 46.1 µM), inactives show at the highest dose activity, negative = active, usual class: inhibitors. 410,000 compounds, 0.076% hits. Q9HC16;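 note: % is set by controls: 0 for no effect and ±100 for the full control effect; nearly all actives have a fitted effect of over 60% in size; hits raise eYFP signal because A3G escapes Vif-driven loss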
#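 HeLa cells stably expressing Vif and C-terminally eYFP-tagged A3G, seeded overnight at 37 deg C, then exposed to compound by pintool overnight at 37 deg C. Rise in yellow fluorescence (Ex 488/Em 500-530, Acumen) marks blocked Vif-driven A3G degradation.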
# Vif-APOBEC3F blk: Vif-A3F binding inhibition | HeLa A3F-eYFP + Vif (tagged APOBEC3F with the HIV-1 protein that degrades it), YFP fluorescence increase | Potency, µM (doses to about 46.1 µM), without a hit: top-dose activity, negative = active | 390,000 compounds, 0.2% hits | AID 602313; note: % of control where 0% means no effect; nearly all actives have a fitted effect of over 65% in size
#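 Fluorescence increase (Ex 488/Em 500-530) after overnight compound treatment at 37 deg C flags inhibition of Vif-driven A3F-eYFP loss in stable HeLa A3F-eYFP/Vif cells seeded overnight beforehand.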
# RGS4 inhibitor: inhibitors of human regulator of G protein signaling 4; Transcreener GDP fluorescence polarization, RGS4-accelerated GTP hydrolysis; Potency, µM (doses to about 114 µM), for the others: at the highest dose activity change, negative = inhibition, actives largely listed as inhibitors; 390,000 compounds, 0.039% hits; note: % is set by controls: 0 for no effect and ±100 for the full control effect; nearly all actives have a fitted effect of over 75% in size; some results filed as inactive show a strong effect at the top dose
# Target sequence (P49798 whole entry, looked up): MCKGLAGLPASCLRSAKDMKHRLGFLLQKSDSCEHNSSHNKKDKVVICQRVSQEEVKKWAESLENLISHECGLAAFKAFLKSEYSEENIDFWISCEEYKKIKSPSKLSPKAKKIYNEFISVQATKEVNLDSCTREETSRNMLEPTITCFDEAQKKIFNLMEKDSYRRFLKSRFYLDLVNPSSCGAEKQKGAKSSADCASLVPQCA
#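 MLSMR compounds (23 nl, pin-transferred) preincubated 10 min at room temperature with a 500nM (2x) first reagent, then RGS4 at 900nM (2x) plus Transcreener GDP mix added; fluorescence polarization (620/688 nm) read before and after 90 min at 30 °C.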
# TrxR1 inh: blocks rat thioredoxin reductase 1. recombinant rTrxR1, NADPH fluorescence consumption, selenite substrate. Potency, µM (titrated, usually from 114 µM), for inactives: at the highest dose activity change, negative = inhibition, most hits filed as inhibitors. 390,000 compounds, 1% hits. AID 588453; note: % is set by controls: 0 for no effect and ±100 for the full control effect; nearly all actives have a fitted effect of over 65% in size
#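 Rat TrxR1 (90 nM in the dispensed reagent) was pre-reduced with 400 uM NADPH for 5 min at room temperature, then incubated with compound for 15 min. After 400 uM selenite was added, NADPH fluorescence (Ex 340/Em 450 nm) was followed for 8 min.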
# An asterisk follows results filed as active; ? = inconclusive; . = no result given; & = joins results of further samples; [ ] = another dose, or the depositor's remark. Calls come from the whole dose curve; as a rule, active = well fitted curve in the direction sought with a large enough effect; inconclusive = small, poorly fitted or top-dose-only effect, or another doubt; inactive = no such curve, though single readings can be large; an effect the other way counts as inactive or inconclusive. Potency is the fitted concentration of half-maximal effect. The list is partial; the hit share may differ from the screen's.
SMILES,TrxR1 substrate,ALOX12 inh,USP1 inh,RXFP1 agonist,IDH1 R132H inh,Vif-A3G inh,Vif-APOBEC3F blk,RGS4 inhibitor,TrxR1 inh
CCc1ccc(NC(=O)N(CCCN2CCOCC2)C(C)c2cc3cccc(OC)c3o2)cc1 (stereo not drawn),-1.4%,410.6%[activator],-4.9%,1.4%,10.1%,-1.5%,4.5%,-19.2%,8.0%[57.1 µM]
CC(=O)Cn1cnc2c(cnn2-c2ccc(F)cc2)c1=O,.,5.4%,-8.7%,.,-12.1%,-3.3%,-1.3%,.,.
COc1cccc(NC(=O)CN2C(=O)COc3ccc(S(=O)(=O)N4CCC(C)CC4)cc32)c1,-10.7%,2.8%,-15.2%,-0.8%,-6.3%,-5.4%,-10.1%,14.0%,16.8%
Cc1ccc(S(=O)(=O)N2CCN=C2SCc2c(F)cccc2Cl)cc1,1.1%,-10.6%,-9.1%,-0.2%,10.5%,-3.0%,-11.5%,9.3%,13.5%
Cc1ccc(C2NC(=O)c3ccccc3O2)cc1 (stereo not drawn),7.2%,4.0%,-23.6%,-0.2%,-6.0%,-5.3%,-10.6%,-10.1%,19.0%
COc1ccc(CNC(=O)CC2C(=O)NCCN2C2Cc3ccccc3C2)cc1 (stereo not drawn),5.2%,-1.5%,-15.6%,-0.4%,0.2%,-2.4%,-0.9%,-14.4%,-15.7%
Cc1cccc(N2CCN(C(=O)C3CCN(S(=O)(=O)c4cn(C)cn4)CC3)CC2)c1C,-5.4%[57.1 µM],-20.3%,-19.8%,0.4%,4.7%,-2.6%,0.4%,-0.1%,5.1%[57.1 µM]
CC(C)CCNC(=O)COC(=O)/C=C/c1ccc2ccccc2n1,-1.6%,3.9%,4.5%,5.1%,-2.5%,2.8%,-9.7%,-18.8%,-4.3%[57.1 µM]
Cc1cc(C)n(S(=O)(=O)c2cc(C(=O)O)c(Cl)cc2Cl)n1,10.5%,-22.0%,?,-0.9%,6.2%,-0.3%,-13.2%,10.9%,21.2%
COc1ccc(C(=O)Nc2ccc(Oc3ncnc4sc(-c5ccccc5)cc34)cc2)cc1OC,19.3%,-24.6%,-0.9%,3.2%,1.7%,-0.5%,-6.9%,-5.1%,-14.3%
CCN(C(=O)CCN1C(=O)S/C(=C\c2ccccc2)C1=O)C1CCS(=O)(=O)C1 (stereo not drawn),-8.4%,-11.3%,-26.2%,-0.3%,0.6%,-1.0%,0.4%,3.2%,-5.3%
Cc1nc2ccccn2c1/C(O)=C1\C(=O)C(=O)N(CCN2CCOCC2)C1c1ccncc1 (stereo not drawn),-10.8%,?,-24.7%,2.8%,3.5%,-0.7%,-1.1%,-4.8%,?
Cc1ccc(CCNC(=O)CCCn2nc(C)c3c(C)n(-c4ccccc4)nc3c2=O)cc1,-1.9%,-8.2%,15.3%,0.0%,-13.5%,3.0%,1.1%,0.7%,5.1%
COc1ccc(OCCOC(=O)CNC(=O)c2ccc(C)cc2)cc1,-5.1%,-6.8%,4.9%,0.2%,-2.4%,1.5%,7.0%,-9.1%,0.1%
CC(C)(C)NC(=O)c1ccc(Cn2cc(C(F)(F)F)ccc2=O)cc1,-12.7%,-7.7%,-6.0%,-0.3%,-1.3%,-9.3%,7.5%,6.6%,-12.7%
O=C(O)c1cccnc1C(=O)O,11.5%[57.1 µM],15.7%&2.6%,7.0%,2.0%,7.7%,-0.6%,3.2%,28.3%[56.9 µM],15.5%[57.1 µM]
CC(C)(C)NC(=O)C(c1ccc(F)cc1)N(Cc1ccco1)C(=O)CCC(=O)Nc1nccs1 (stereo not drawn),5.0%[57.1 µM],-8.0%,-4.7%,0.4%,-3.5%,-0.1%,15.5%,34.4%,12.9%[57.1 µM]
COc1ccc(CC(=O)N(Cc2ccccc2)c2ccccc2)cc1S(=O)(=O)N1CCOCC1,-9.9%,273.4%[activator],-2.6%,-2.4%,-0.3%,-14.2%,0.0%,14.7%,-5.5%
CCN1CCN(C(=O)c2ccc3c(c2)N(Cc2ccccc2F)C(=O)c2ccccc2S3=O)CC1 (stereo not drawn),8.6%,-5.8%,-24.6%,-0.2%,1.5%,0.7%,-21.6%,-14.3%,22.0%
CCc1cc(=O)oc2cc(OCc3ccc(C(=O)O)o3)ccc12,46.0%[activator],-9.6%,2.0%,1.9%,1.3%,0.3%,0.5%,3.2%,36.8%[0.0914 µM]
Cc1cc(C)n(CC(=O)NN)n1,0.1%,14.7%,-15.4%,-1.4%,-2.5%,-2.6%,0.5%,11.8%,1.0%
Cc1ccc2nc(SCC(=O)N3c4ccccc4CC3C)c(C)cc2c1 (stereo not drawn),-11.1%,25.6%,-14.1%,3.2%,-2.4%,-3.4%,7.7%,4.1%,-41.8%
CCOC(=O)N1CCC(=NNC(=O)COc2cccc(C)c2)CC1,0.8%,5.1%,-18.4%,-1.0%,7.1%,-1.7%,5.4%,?,-1.4%
Cc1ccc(NC(=O)c2cccc(NC3=NC4CS(=O)(=O)CC4S3)c2)cc1C (stereo not drawn),-11.1%,8.5%,-8.1%,0.7%,17.3%,-0.1%,-1.3%,-1.4%,11.9%[57.1 µM]
O=C(Nc1nccs1)[C@@H]1CCCN1S(=O)(=O)c1ccc(Cl)cc1,7.7%,-12.2%,-13.3%,.,12.6%,-0.5%,2.3%,-34.4%,22.9%
# Next records
SMILES,TrxR1 substrate,ALOX12 inh,USP1 inh,RXFP1 agonist,IDH1 R132H inh,Vif-A3G inh,Vif-APOBEC3F blk,RGS4 inhibitor,TrxR1 inh
COc1ccc(-c2cc3c(=O)n(CC(=O)NCCCN4CCN(Cc5ccccc5)CC4)ncn3n2)cc1,-3.3%,-25.0%,-18.1%,1.1%,2.2%,1.8%,8.9%,3.4%,21.4%
COc1ccc(CCn2c(-c3ccc(F)cc3)nc3c(c(=O)c4ccccc4n3C)c2=O)cc1OC,5.5%,80.6%[activator],-22.5%,?,10.9%,-13.1%,-8.7%,10.9%,18.8%
COc1ccc(-n2c(Cn3c(=O)sc4ccccc43)nnc2SCC(=O)N2CCCC2)cc1,-7.2%[57.1 µM],304.7%[activator],-13.5%,0.1%,13.7%,0.6%,7.3%,?,10.8%[57.1 µM]
CCOc1ccc(-c2nc(N)ncc2Oc2ccccc2Br)c(O)c1,9.3%[57.1 µM],-17.9%,-19.5%,-1.3%,0.0%,-22.6%,-11.7%,0.2%,10.4%[57.1 µM]
Cc1ccccc1-c1cc(C(=O)NCc2ccc(OC(F)(F)F)cc2)nn1CC1CC(c2cccc([N+](=O)[O-])c2)=NO1 (stereo not drawn),1.4%,-2.9%,-12.4%,.,-7.5%,2.5%,-3.8%,1.6%,31.8%
O=C(CN1C(=O)NC(Cc2ccccc2)C1=O)Nc1ccc(OC(F)(F)F)cc1 (stereo not drawn),-0.5%,4.3%,-21.9%,1.6%,-0.5%,-5.2%,-18.3%,-10.5%,8.5%
COc1cccc(NCc2cc(=O)oc3cc(C)c(C(C)C)cc23)c1,4.3%,14.8%,-27.2%,4.4%,6.1%,-1.6%,-7.1%,-0.3%,13.6%
CC(CCc1ccccc1)OS(N)(=O)=O (stereo not drawn),-1.1%,-17.1%,-25.0%,-0.1%,1.9%,4.5%,-4.3%,4.1%,9.0%
CCN(C(=O)COC(=O)c1cnc(C)cn1)C1CCS(=O)(=O)C1 (stereo not drawn),1.4%,-2.5%,2.8%,0.4%,5.5%,0.2%,-7.2%,16.7%,14.5%
O=C(O)/C=C/C(=O)Nc1ccccc1SC(F)(F)C(F)(F)C(F)(F)F,10.1%[57.1 µM],-8.6%,-1.2%,-0.8%,-1.0%,-1.4%,-8.5%,-43.7%,-74.6%
CCCCN(C(=O)c1oc2ccc(OCC)cc2c1C)c1c(N)n(CCCC)c(=O)[nH]c1=O,4.2%,-22.9%,-3.9%,4.5%,-1.8%,-18.9%,1.5%,-31.6%,9.6%

# Rewritten with bars between the fields: four of the compounds above
Compound | TrxR1 substrate | ALOX12 inh | USP1 inh | RXFP1 agonist | IDH1 R132H inh | Vif-A3G inh | Vif-APOBEC3F blk | RGS4 inhibitor | TrxR1 inh
COc1ccc(-c2cc3c(=O)n(CC(=O)NCCCN4CCN(Cc5ccccc5)CC4)ncn3n2)cc1 | -3.3% | -25.0% | -18.1% | 1.1% | 2.2% | 1.8% | 8.9% | 3.4% | 21.4%
COc1ccc(CCn2c(-c3ccc(F)cc3)nc3c(c(=O)c4ccccc4n3C)c2=O)cc1OC | 5.5% | 80.6%[activator] | -22.5% | ? | 10.9% | -13.1% | -8.7% | 10.9% | 18.8%
COc1ccc(-n2c(Cn3c(=O)sc4ccccc43)nnc2SCC(=O)N2CCCC2)cc1 | -7.2%[57.1 µM] | 304.7%[activator] | -13.5% | 0.1% | 13.7% | 0.6% | 7.3% | ? | 10.8%[57.1 µM]
CCOc1ccc(-c2nc(N)ncc2Oc2ccccc2Br)c(O)c1 | 9.3%[57.1 µM] | -17.9% | -19.5% | -1.3% | 0.0% | -22.6% | -11.7% | 0.2% | 10.4%[57.1 µM]
